UTI89 phage lysis: inhibition of K1F phage lysis, E. coli UTI89, bacterial capsule biogenesis inhibitors, alamar blue (AID 488966) | 340,000 compounds, 0.02% hits | E. coli UTI89 K1F phage lysis, alamar blue, 2 h; higher % means a stronger effect | one-dose inhibition, % at 100 µM; IC50 in µM for titrated hits;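 active = phage lysis inhibition, versus mean bacterial control, above a set limit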;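 note: capsule biogenesis inhibitors block K1F phage lysis so surviving cells raise fluorescence; higher fluorescence means more inhibition of phage lysis; actives were called in the ten point dose series up to 300 µM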
Dengue-2 NS5 capping: flavivirus cap methylation enzyme inhibition – biochemical, confirmation dose response, primary screen (AID 588689). inhibition, % at 25 µM; hits with a dose series show IC50 in µM. Dengue-2 NS5 methyltransferase capping enzyme assay, biochemical; higher % means a stronger effect. 340,000 compounds, 0.3% hits; in the data active = a potency from the dose series
Large T inhibition: SV40 large T antigen inhibitors, biochemical (AID 1903); SV40 large T antigen ATPase/helicase inhibition assay; higher % means a stronger effect; one-dose inhibition, % at 20 µM; IC50 in µM for titrated hits; 310,000 compounds, 0.39% hits; in the data active = a potency from the dose series; note: strong numbers were not always called active
RSV antiviral HEp-2: inhibition of RSV-induced cytopathic effect – HEp-2 cells, primary 10 µM value included (AID 2391) | 310,000 compounds, 0.13% hits | one-dose CPE inhibition, % at 10 µM; IC50 in µM for titrated hits | HEp-2 cells, RSV-induced CPE inhibition; higher % means a stronger effect; in the data active = a potency from the dose series; note: strong numbers were not always called active
CSM14.1 death rescue: rescue of cells from ER stress-induced death, primary screen, 384-well, CSM14.1, thapsigargin, ATP luminescence (AID 1222); CSM14.1 thapsigargin-induced death rescue, ATP luminescence; higher % means a stronger effect; cellular ATP content (survival), % at 20 µM; hits with a dose series show EC50 in µM; 190,000 tested, under 10 active;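 active = EC50 below 50 µM in the dose-response confirmation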;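 note: death triggered by thapsigargin at about 15 µM added after 2 h compound pretreatment; cell ATP read after overnight thapsigargin exposure of roughly 18 to 22 hours; normalized against plate controls of thapsigargin alone and 5% DMSO vehicle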
XIAP displacement: XIAP antagonists, biochemical, IAP family, fluorescence polarization (AID 1018); one-dose displacement, % at 20 µM; IC50 in µM for titrated hits; 200,000 compounds, 0.007% hits; XIAP BIR domain, fluorescence polarization peptide displacement; higher % means a stronger effect; in the data active = displacement above about 50%; note: a part of the inactive calls stands beside numbers as strong as those of hits
WT yeast gro inh: growth inhibition of WT yeast, mitochondrial fusion screen. mitochondrial fusion phenotypic screen, WT strain. inhibition, % at 10 µM. 190,000 compounds, 2.1% hits; in the data active = inhibition above about 58%; tested in S. cerevisiae
Yfh1-off respiration: enhancers of respiration in Yfh1-depleted yeast, dose response, Friedreich's ataxia, plus single-dose screen (AID 1465); S. cerevisiae Yfh1-off respiration, WST-1 reduction, 72 h; higher fold induction means a stronger effect; one-dose fold induction at 50 µM; EC50 in µM for titrated hits; 220,000 compounds, 0.074% hits;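 active = fold induction of absorbance versus untreated yeast above a set limit, then at least 30% activation at any dose in follow-up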;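 note: activators that raise dye reduction in frataxin-depleted yeast; strong numbers were not always called active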
West Nile virus CPE: inhibition of WNV-induced cytopathic effect – cell-based, CPE readout (AID 1621). West Nile virus-infected cells, CPE inhibition; higher % means a stronger effect. one-dose CPE inhibition, % at 10 µM; IC50 in µM for titrated hits. 290,000 compounds, 0.02% hits; in the data active = a potency from the dose series; note: strong numbers were not always called active
WT yeast gro inh mutant strain: recorded beside WT yeast gro inh, whose call it bears; inhibition, %; mitochondrial fusion phenotypic screen, mutant strain inhibition
Dengue-2 NS5 capping pilot replicate: also measured in Dengue-2 NS5 capping; calls as there; inhibition, %; measured here: pilot screen replicate inhibition
Active calls of the source: *; i = inactive; / = no result given; [ ] = remark or other dose.

SMILES	UTI89 phage lysis	Dengue-2 NS5 capping	Large T inhibition	RSV antiviral HEp-2	CSM14.1 death rescue	XIAP displacement	WT yeast gro inh	WT yeast gro inh mutant strain	Yfh1-off respiration	West Nile virus CPE	others
CC1(c2cccc(Br)c2)NC(=O)N(CC(=O)Nc2ccc(F)cc2)C1=O (stereo unspecified)	-0.2%	-8%	2%	21%	/	/	/	/	/	-0.8%
CCCC(=O)N1CC(=O)Nc2ccc(Br)cc2C1c1ccc(F)cc1 (stereo unspecified)	-0.1%	-9%	-3%	1.8%	/	/	/	/	/	-1.0%
CCSc1cc(C)nc2c(-c3ccc(Cl)cc3)c(C)nn12	3.6%	-6%	14%	2.4%	0.3%	-2.5%	-61	-54	i	1.1%
COc1ccc(-c2csc(Nc3cccc(C)n3)n2)cc1C	-0.4%[50 µM]	-7%	5%	20%	/	/	/	/	/	0.3%
Cc1c(O)ccc2c(=O)c(-c3nncn3-c3ccccc3)coc12	-0.3%	1%	2%	1.4%	0.0%	-5.0%	-13	-3	i	0.0%
CC1CN(C(=O)CS(=O)(=O)Cc2ccc(Cl)cc2)CC(C)O1 (stereo unspecified)	-0.1%	-5%	17%	2.0%	/	/	/	/	/	0.5%
COc1ccc(CCNC(=O)CCS(=O)(=O)c2ccc(Br)cc2)cc1OC	0.1%	-5%	5%	1.0%	-14%	-3.1%	-7	-1	i	0.2%
O=C(CSc1nc(C2CC2)nc2ccccc12)N1CCc2ccccc2C1	/	/	21%	21%	0.2%	-8.9%	37	-2	/	/
CCOC(=O)C(NC(=O)N1CCCCC1)(c1ccccc1)C(F)(F)F (stereo unspecified)	0.2%	-2%	-3%	-0.4%	0.4%	-2.0%	-7	1	i	-0.4%
CC1c2[nH]c3ccccc3c2C[C@H]2C(=O)N(CCCN(C)C)CC(=O)N12 (stereo partly specified)	0.5%[50 µM]	7%	9%	0.9%	/	/	/	/	/	-1.2%
CC(=O)NCC1=C(NC(C)=O)C2CC1C(C)(C)C2C (stereo unspecified)	/	/	-6%	1.2%	1.0%	1.1%	6	6	/	/
COc1ccc(C(=O)c2c(O)cc(-c3ccc(OC)cc3)oc2=O)cc1	0.8%	2%	4%	1.6%	-0.7%	-4.3%	-4	16	i	-0.3%
CC(NC(=O)Nc1ccc([N+](=O)[O-])cc1)C(c1ccccc1)N1CCOCC1 (stereo unspecified)	/	/	-2%	-0.1%	-2.0%	0.8%	-5	-20	i	-1.1%
O=S(=O)(c1ccccc1)N1CCN(c2nnc(-c3ccccc3)c3ccccc23)CC1	0.0%[50 µM]	-12%	4%	2.3%	/	/	/	/	i	-0.5%
C=CCn1c(SCC(=O)c2cc(C)n(CCOC)c2C)nc2sc(C)c(C)c2c1=O	0.3%	5%	6%	2.0%	-0.7%	-4.5%	-1	7	i	0.8%
CCOC(=O)C1CCN(C(=O)COC(=O)Cc2ccc(Cl)cc2)CC1	0.3%	-3%	4%	1.0%	/	/	/	/	/	-0.5%
CCOC(=O)C(=O)Nc1ccc(OCc2ccccc2)cc1	0.1%	-9%	/	5.7%	-1.0%	-1.8%	5	-4	i	-0.1%
CCOc1ccc(N2C(=O)Nc3ccc(Br)cc3C2(O)C(=O)NC(C)C)cc1 (stereo unspecified)	0.1%	-5%	8%	2.2%	/	/	/	/	/	-0.3%
COC(=O)c1ccc(NC(=S)NCCc2ccccc2)cc1	0.3%	3%	0%	-2.4%	-0.7%	-1.5%	4	11	i	0.2%
Cc1ccc(NC(=O)C2CCN(S(=O)(=O)c3cccc(C(F)(F)F)c3)CC2)nc1	0.6%[50 µM]	5%	1%	10.0%	/	/	/	/	/	/
CCOC(=O)c1[nH]c(=O)[nH]c1CSCCO	0.6%	-10%	0%	1.7%	5.5%	-2.0%	9	-3	i	0.2%
Cc1ccc(CN2CC(C(=O)O)CC2=O)cc1 (stereo unspecified)	0.2%	-4%	2%	1.2%	0.2%	-3.0%	11	15	i	-0.5%
CN1CCN(CCCCOc2ccc(Br)cc2)CC1	0.0%	-3%	6%	-1.6%	/	/	/	/	/	-1.3%	Dengue-2 NS5 capping pilot replicate=-2.4
Cc1cc(SCC(=O)c2ccccc2)nc(=O)[nH]1	0.4%	-23%	17%	0.1%	/	/	/	/	/	-0.4%

6 entries picked at random from those above:
SMILES	UTI89 phage lysis	Dengue-2 NS5 capping	Large T inhibition	RSV antiviral HEp-2	CSM14.1 death rescue	XIAP displacement	WT yeast gro inh	WT yeast gro inh mutant strain	Yfh1-off respiration	West Nile virus CPE	others
CCOC(=O)C1CCN(C(=O)COC(=O)Cc2ccc(Cl)cc2)CC1	0.3%	-3%	4%	1.0%	/	/	/	/	/	-0.5%
CN1CCN(CCCCOc2ccc(Br)cc2)CC1	0.0%	-3%	6%	-1.6%	/	/	/	/	/	-1.3%	Dengue-2 NS5 capping pilot replicate=-2.4
CCOc1ccc(N2C(=O)Nc3ccc(Br)cc3C2(O)C(=O)NC(C)C)cc1 (stereo unspecified)	0.1%	-5%	8%	2.2%	/	/	/	/	/	-0.3%
Cc1ccc(NC(=O)C2CCN(S(=O)(=O)c3cccc(C(F)(F)F)c3)CC2)nc1	0.6%[50 µM]	5%	1%	10.0%	/	/	/	/	/	/
Cc1ccc(CN2CC(C(=O)O)CC2=O)cc1 (stereo unspecified)	0.2%	-4%	2%	1.2%	0.2%	-3.0%	11	15	i	-0.5%
O=S(=O)(c1ccccc1)N1CCN(c2nnc(-c3ccccc3)c3ccccc23)CC1	0.0%[50 µM]	-12%	4%	2.3%	/	/	/	/	i	-0.5%

New compounds follow:
SMILES	UTI89 phage lysis	Dengue-2 NS5 capping	Large T inhibition	RSV antiviral HEp-2	CSM14.1 death rescue	XIAP displacement	WT yeast gro inh	WT yeast gro inh mutant strain	Yfh1-off respiration	West Nile virus CPE	others
Cc1nc(C)c(-c2ccc(SCC(=O)Nc3ccc(C)c(Cl)c3)nn2)s1	0.0%	4%	25%	1.2%	/	/	/	/	/	-0.3%
CC(=O)c1ccc(C(=O)NC2CC(C)(C)Cc3c2cnn3-c2ccccc2)cc1 (stereo unspecified)	-1.1%[50 µM]	-9%	25%	3.3%	/	/	/	/	/	0.3%
CCOC(=O)c1cc2c(=O)n3ccccc3nc2n(CC2CCCO2)c1=NC(C)=O (stereo unspecified)	-0.1%	-4%	/	2.3%	-3.2%	2.2%	3	-2	i	-0.6%
O=[N+]([O-])c1cccc(CNCc2ccccc2)c1	0.3%	-4%	17%	-0.4%	-1.3%	-12%	-12	-3	i	0.3%
Cc1ccc(CNc2ncnc3cc(Cl)ccc23)o1	0.3%	3%	8%	6.5%	2.7%	-5.9%	4	-39	i	-0.2%
CC(=O)c1cccc(NC(=O)c2cc3nc(C)cc(C)n3n2)c1	-0.1%	/	15%	1.0%	-3.6%	-8.9%	/	/	i	1.3%
CCC(C(=O)NC1CCCCC1)N(Cc1cccs1)C(=O)c1snc(C(N)=O)c1N (stereo unspecified)	/	/	-2%	-1.3%	0.0%	-7.6%	21	26	i	-0.2%
Cc1ccc2nc(NCc3ccco3)c(C=NCc3ccco3)c(=O)n2c1	0.8%	1%	16%	0.9%	-2.5%	-6.7%	-7	8	i	-0.7%
COc1cccc(C(=O)COc2ccccc2-c2ccccc2)c1	1.5%[50 µM]	-1%	-13%	9.6%	-1.4%	-2.4%	25	-7	i	0.0%
O=C1Nc2ccccc2Nc2ccc([N+](=O)[O-])cc21	-1.4%[50 µM]	1%	-2%	1.4%	/	/	/	/	/	-0.3%
COCCn1c(C)cc(C(=O)CSc2nc(C)nc3sc4c(c23)CCC4)c1C	0.8%	2%	/	3.9%	/	/	/	/	i	-1.4%
Cn1c(=S)[nH]c2cccnc21	-3.3%	-3%	7%	19%	-1.5%	-5.9%	41	-15	i	0.9%
COC(=O)c1ccccc1NC(=O)c1ccco1	0.6%	-3%	9%	3.9%	3.2%	-1.6%	-12	9	i	0.1%
Cc1cc(=O)n2[nH]c(-c3ccc(F)cc3)nc2n1	-1.9%	3%	12%	0.9%	-2.3%	-3.3%	2	-2	/	0.6%
Oc1ccccc1/C=N/NC(=S)NC1CC2CCC1C2 (stereo unspecified)	-3.4%	8%	9%	8.3%	/	/	/	/	i	-1.1%
CN1CCN(C(=S)NC(=O)c2ccccc2Cl)CC1	0.0%	-5%	2%	0.4%	/	/	/	/	/	-0.2%
Cc1cc(C)nc(SCC(=O)Nc2ncc(Cc3cccc(Cl)c3)s2)n1	-0.1%	-1%	3%	19%	-2.4%	-6.6%	4	-18	i	-1.7%
CN(CC(=O)Nc1ccc(N2CCOCC2)cc1)CC(=O)Nc1ccc(N2CCOCC2)cc1	0.1%	0%	22%	1.1%	/	/	/	/	i	0.1%
Cc1csc(N(C(=O)c2cccc(S(=O)(=O)N3CCCC3)c2)c2ccccc2)n1	0.1%	-1%	-2%	3.1%	-0.8%	-3.8%	14	18	i	-0.3%
CC(C)CNS(=O)(=O)c1ccc(CCC(=O)NCc2ccco2)cc1	1.6%	0%	-3%	0.6%	-7.3%	-1.0%	12	12	i	0.5%
Cc1ccc(C(=O)NCC(=O)OCC(=O)Nc2cc(C)c(C)cc2[N+](=O)[O-])cc1	0.3%	-1%	6%	3.0%	2.5%	-1.3%	-8	13	i	-1.0%
COc1ccccc1CCC(=O)OCC(=O)Nc1cc(C)nn1-c1ccccc1	-1.1%	-8%	19%	0.6%	/	/	/	/	/	/
O=C(Nc1ncccn1)c1cc([N+](=O)[O-])cc([N+](=O)[O-])c1	-0.2%[50 µM]	-5%	4%	1.6%	-0.8%	-1.2%	-11	-9	i	0.5%
O=C(NC1CCCc2ccccc21)C1CCN(c2c3c(nc4ncnn24)CCC3)CC1 (stereo unspecified)	1.6%	-7%	9%	0.8%	-3.3%	-4.0%	-6	21	i	-1.5%
CCCCN1CC(=O)N2[C@H](c3ccc(Cl)cc3)[C@@H]3C(=O)N(CC)C(=O)[C@@H]3[C@]2(Cc2ccccc2)C1=O	-0.2%	2%	19%	3.9%	/	/	/	/	/	-1.0%
COc1ccc(OCCC(=O)OCC(=O)NCc2ccccc2OC)cc1	2.0%[50 µM]	-5%	5%	-1.7%	/	/	/	/	/	/
COc1ccccc1C(=O)NC(=O)COC(=O)c1ccco1	1.1%[50 µM]	-2%	5%	-1.6%	/	/	/	/	/	/
O=C1CC(c2ccccc2)Cc2nc3nc(C(F)(F)F)nn3cc21 (stereo unspecified)	7.2%	3%	10%	-0.4%	-0.7%	-4.4%	-7	-4	i	0.2%
CSc1nnc(Nc2ccccc2C)s1	0.3%	-10%	9%	1.2%	-0.5%	-5.0%	4	-4	i	0.1%
Cc1ccc(N(Cc2ccccc2F)S(C)(=O)=O)c(C)c1	0.0%	-10%	8%	-1.1%	-1.0%	-2.1%	-3	13	i	-1.1%
CCC(C(=O)NC1CCCC1)N(C(=O)Cn1nnc(-c2ccc(C)cc2)n1)C1CCCC1 (stereo unspecified)	1.7%	-1%	1%	-2.4%	/	/	19	-7	i	-0.6%
COC(c1ccccc1)(c1ccccc1)C(Oc1nccc(C)n1)C(=O)O (stereo unspecified)	0.2%	7%	4%	1.0%	/	/	/	/	/	0.5%

Screening data: PubChem, several laboratories

This is a random part of the collection; any-hit rate near 2.2%.
